Source: PubChem BioAssay (National Center for Advancing Translational Sciences (NCATS))
GLS inh = blocks human kidney-isoform glutaminase activity; GLS enzymatic activity, qHTS titration; Potency, µM (series often up to 45.5 µM), inactives show at the top dose activity change, negative = inhibition, hits mostly inhibitors; 0.21% of 410,000 active; O94925; note: potency is the fitted concentration of half-maximal effect; % is set by controls: 0 for no effect and ±100 for the full control effect
Target sequence (O94925 whole entry, looked up, canonical isoform): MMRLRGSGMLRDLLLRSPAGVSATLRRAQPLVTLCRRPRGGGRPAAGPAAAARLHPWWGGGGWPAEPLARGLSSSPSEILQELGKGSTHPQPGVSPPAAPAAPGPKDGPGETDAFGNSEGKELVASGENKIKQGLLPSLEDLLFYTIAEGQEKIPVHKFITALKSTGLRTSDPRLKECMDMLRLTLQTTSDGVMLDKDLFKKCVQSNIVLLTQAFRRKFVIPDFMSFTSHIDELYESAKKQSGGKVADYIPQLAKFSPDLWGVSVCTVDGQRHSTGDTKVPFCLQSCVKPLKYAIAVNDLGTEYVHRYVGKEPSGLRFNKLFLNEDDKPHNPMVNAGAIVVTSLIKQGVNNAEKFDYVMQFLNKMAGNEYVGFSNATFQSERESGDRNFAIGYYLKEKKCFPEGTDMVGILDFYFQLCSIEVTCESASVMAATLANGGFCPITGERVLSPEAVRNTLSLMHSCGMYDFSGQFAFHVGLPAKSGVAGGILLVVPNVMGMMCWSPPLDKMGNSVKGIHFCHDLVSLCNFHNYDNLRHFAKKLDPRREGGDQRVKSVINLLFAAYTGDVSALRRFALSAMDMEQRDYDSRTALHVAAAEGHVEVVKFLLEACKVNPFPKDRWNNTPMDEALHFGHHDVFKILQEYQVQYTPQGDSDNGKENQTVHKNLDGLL
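Compounds were pin-transferred onto hKGA, after which L-glutamine (1 mM solution) and a detection mix of glutamate oxidase, HRP and Amplex Red were added. Initial and 30 min RT fluorescence reads were collected.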
Pol eta inh = DNA polymerase eta (human) inhibition; Q9Y253; recombinant Pol eta, fluorescent DNA replication assay; Potency, µM (highest dose often 114 µM), for inactives: top-dose activity change, negative = inhibition, most hits filed as inhibitors; 1.2% of 390,000 active; AID 588591; note: potency is the fitted concentration of half-maximal effect; % is set by controls: 0 for no effect and ±100 for the full control effect
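Pol eta (10 nM) was preincubated with compounds for 15 min at room temperature, after which fluorescent replication substrate (50 nM final) was added to start the reaction. Fluorescence was read kinetically at 0 and 10 min.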
PI4K2A block = PI4K2A (human) kinase inhibition; Q9BTU6; 0.13% of 420,000 active; purified PI4K2A, ADP-Glo luminescence, 1 h; stronger effect = lower value; activity change, negative = inhibition, % at 76.9 µM; in the data active = activity change below about -50%; inconclusive = mostly about -30% to -49%;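 note: -100% = wells without enzyme as full effect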
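In this quantitative HTS, ADP production by PI4K2A was quantified luminescently after 1 h at ambient temperature; 100 microM adenosine served as plate-quality control.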
Pin1 inhibitor = blocks the human prolyl isomerase Pin1 | Potency, µM (highest dose often 115 µM), without a hit: top-dose activity, negative = inhibition, hits mostly inhibitors | AID 504891 | Pin1 FP peptide displacement, HiFluor488, 10 min | 0.009% of 390,000 active | Q13526; active = well fitted inhibition curve with a large enough effect in the polarisation, with a control signal flat, not every such curve was filed as active; inconclusive = small, poorly fitted or top-dose-only effect, or effect the other way, or a change in a side signal; inactive = no such curve, though single readings can be large or run the other way; the % refers to the polarisation; note: potency is the fitted concentration of half-maximal effect; % is set by controls: 0 for no effect and ±100 for the full control effect
Target sequence (Q13526 whole entry, looked up): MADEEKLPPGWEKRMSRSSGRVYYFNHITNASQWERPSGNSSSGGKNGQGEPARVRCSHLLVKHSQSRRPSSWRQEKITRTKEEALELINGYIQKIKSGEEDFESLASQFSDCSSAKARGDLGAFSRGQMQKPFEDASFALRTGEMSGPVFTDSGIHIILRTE
JMJD2A Tudor inh = inhibitors of human JMJD2A Tudor domain. O75164. AlphaScreen JMJD2A-Tudor / H3K4me3 peptide binding. Potency, µM (top dose mostly 114 µM), for the others: at the top dose activity change, negative = inhibition, actives largely listed as inhibitors. 4.4% of 390,000 active; note: potency is the fitted concentration of half-maximal effect; % is set by controls: 0 for no effect and ±100 for the full control effect; nearly all actives have a fitted effect of over 50% in size
PGK inhibitor = blocks T. brucei phosphoglycerate kinase | 0.043% of 380,000 active | Potency, µM (doses to about 57.5 µM), for the others: at the highest dose activity change, negative = inhibition, most hits filed as inhibitors | PGK/GAPDH coupled, Kinase-Glo luminescence, 60 min | AID 602233 | P07378; note: potency is the fitted concentration of half-maximal effect; % is set by controls: 0 for no effect and ±100 for the full control effect; nearly all actives have a fitted effect of over 60% in size
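Recombinant glycosomal PGK reaction used 1,3-bisphosphoglycerate generated in-well by GAPDH (100nM final) in 100mM TEA pH 7.6, 5mM MgCl2, 0.01% Tween-20. After 60 minutes at room temperature, ATP was read by Kinase-Glo Plus luminescence end-point.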
HP1b chromo inh = HP1-beta chromodomain-methylated histone interaction inhibition | P83916 | AlphaScreen HP1-beta / biotin-H3K9me3 peptide binding | Potency, µM (highest dose often 114 µM), for the others: at the top dose activity change, negative = inhibition, usual class: inhibitors | 0.56% of 390,000 active | AID 540317; note: potency is the fitted concentration of half-maximal effect; nearly all actives have a fitted effect of over 70% in size; inactives centre near 23
Target sequence (P83916 whole entry, looked up): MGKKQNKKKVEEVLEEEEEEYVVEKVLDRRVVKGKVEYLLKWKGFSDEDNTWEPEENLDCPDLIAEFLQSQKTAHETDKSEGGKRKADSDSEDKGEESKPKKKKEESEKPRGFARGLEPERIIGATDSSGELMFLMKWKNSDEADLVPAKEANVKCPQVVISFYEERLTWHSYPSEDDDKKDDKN
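HP1-beta protein (50 nM final) preincubated 30 min at room temperature with biotinylated H3(1-18)K9me3 peptide (50 nM) in PBS pH 7.4, 0.01% Tween-20, then compound added for 30 min. AlphaScreen streptavidin donor/nickel chelate acceptor beads (10 ug/mL final), 30 min dark, luminescence read.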
BAZ2B block = inhibitors of human BAZ2B bromodomain; AlphaScreen BAZ2B-H3K14Ac peptide displacement; Potency, µM (top dose mostly 114 µM), without a hit: top-dose activity change, negative = inhibition, usual class: inhibitors; 4.4% of 360,000 active; AID 504333; note: potency is the fitted concentration of half-maximal effect; % is set by controls: 0 for no effect and ±100 for the full control effect; nearly all actives have a fitted effect of over 60% in size
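In this displacement format the biotinylated H3(5-23) peptide acetylated at Lys14 serves as ligand at 50 nM, with BAZ2B at 50 nM in PBS pH 7.4 containing 0.01% Tween-20. Donor and acceptor beads are 10 ug/mL final.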
G9a inh = blocks human histone lysine methyltransferase G9a | Potency, µM (titrated, usually from 102 µM), inactives show at the top dose activity, negative = inhibition, hits mostly inhibitors | AID 504332 | 8.8% of 350,000 active | G9a H3K9 monomethylation, AlphaScreen, 2 h | Q96KQ7; note: potency is the fitted concentration of half-maximal effect; % is set by controls: 0 for no effect and ±100 for the full control effect; nearly all actives have a fitted effect of over 75% in size
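Readings reflect AlphaScreen signal from monomethyl-H3K9 antibody detection. HMT at 20 nM; substrate b-H3K9 500 nM; cofactor SAM 20 uM; 2 h RT reaction; compounds tested as titrations in qHTS with 15 min preincubation.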
An asterisk follows results filed as active; i = inactive; ? = inconclusive; · = no result given; [ ] = remark or other dose. Unless noted, calls come from the whole dose curve; as a rule, active = well fitted curve in the direction sought with a large enough effect; inconclusive = small, poorly fitted or top-dose-only effect, or another doubt; inactive = no such curve, though single readings can be large; an effect the other way counts as inactive or inconclusive. This is a subset, so the mix of outcomes need not match the whole.

compound	GLS inh	Pol eta inh	PI4K2A block	Pin1 inhibitor	JMJD2A Tudor inh	PGK inhibitor	HP1b chromo inh	BAZ2B block	G9a inh
COc1ccc(-c2nn(CCC#N)cc2C(=O)O)cc1	1.5%	-3.1%	-4.4	-5.5%	-6.3%	-5.4%	-1.6%	-21.2%	-18.2%
C[C@]12CC[C@H](O)C[C@H]1CC[C@@H]1[C@@H]2CC[C@]2(C)C(=O)CC[C@@H]12	-0.2%	-15.2%	-1.5	-2.1%	-25.9%	-0.4%	5.5%	·	·
COc1cc(OC)cc(C(=O)Nc2nc(-c3nnn(-c4ccc(C)cc4)c3C)ns2)c1	-1.0%	-3.3%	-4.6	20.1%	-4.5%	6.1%	18.1%	-12.0%	-2.2%[59 µM]
O=C(O)c1ccc(N=Cc2c(O)[nH]c(=O)[nH]c2=O)cc1	9.6%	-2.5%	2.4	-0.3%	-7.7%	-9.6%	13.7%	-0.5%	?
[Cl][Pt+2][Cl].[NH-]C1CCCCC1[NH-] (stereo not drawn)	15.0%	-0.3%	-6.0	-3.8%	79.4µM*	1.2%	-38.3%	-10.4%	10µM*
CN(C)c1ccc(-[n+]2c(-c3ccccc3)cc(-c3ccccc3)cc2-c2ccccc2)cc1	14.1%	-23.5%	7.3	17.8%	?	0.3%	-20.2%	?	?
O=C1CCN(C(=O)CNC(=O)Cc2ccccc2)CC1	1.2%	-11.2%	-2.2	-3.3%	0.0%	-0.2%	37.5%	-2.6%	4.8%
O=C(CNC(=O)c1cccs1)OCC(=O)c1ccc([N+](=O)[O-])cc1	-11.3%	-17.7%	3.7	-1.1%	2.4%	-0.8%	59.1%[activator]	0.9%	17.5%[0.501 µM]
CC(=O)N1N=C2C3CCN(CC3)C2C1c1ccccc1 (stereo not drawn)	18.4%	-7.5%	-0.9	-5.8%	-1.1%	-5.0%	7.4%	2.7%	2.0%[59 µM]
Oc1ccc(C[C@H]2NCCc3cc(O)c(O)cc32)cc1O	3.2%	-13.6%	-24.0	11.3%	39.8µM*	2.0%	79.4µM*	-19.3%	?
Cc1[nH]c2c(Cl)cccc2c1CCN	44.5%[activator]	3.2%	-4.0	0.4%	-30.4%	-3.5%	26.1%	-30.2%	31.2%[12.7 µM]
CSC1=NP(=S)(SC)N2CCCC2=C1C#N (stereo not drawn)	6.0%	-14.4%	-1.0	-2.4%	-24.1%	2.9%	15.3%	-4.8%	4.4%[59 µM]
CCN1/C(=C/C=C/C2=[N+](CC)c3ccccc3C2(C)C)C(C)(C)c2ccccc21	-15.9%	31.6µM*	?	·	·	?	·	·	·
COC(=O)C1=C(c2c(C)noc2C)C[C@@H]2CC[C@H]1N2C(=O)NC1CCCCC1	2.8%	-11.6%	-1.1	-8.0%	-19.3%	-9.5%	35.7%	10.3%	-2.3%[0.501 µM]
COc1ccc(OCCn2cc(/C=C(\C#N)C(=O)NCc3ccco3)c3ccccc32)cc1	2.0%	-12.2%	-3.0	12.0%	-17.4%[57.1 µM]	1.5%	42.8%[activator]	-36.3%	-15.2%[59 µM]
CC12CCC(=O)C=C1C=CC1C2CCC2(C)C(O)CCC12 (stereo not drawn)	-13.4%	-14.7%	1.6	1.0%	-11.0%	1.5%	-23.7%	·	·

Some of the entries so far, as labelled records:
CCN1/C(=C/C=C/C2=[N+](CC)c3ccccc3C2(C)C)C(C)(C)c2ccccc21
- GLS inh: -15.9%
- Pol eta inh: 31.6µM*
- PI4K2A block: ?
- Pin1 inhibitor: ·
- JMJD2A Tudor inh: ·
- PGK inhibitor: ?
- HP1b chromo inh: ·
- BAZ2B block: ·
- G9a inh: ·

Cc1[nH]c2c(Cl)cccc2c1CCN
- GLS inh: 44.5%[activator]
- Pol eta inh: 3.2%
- PI4K2A block: -4.0
- Pin1 inhibitor: 0.4%
- JMJD2A Tudor inh: -30.4%
- PGK inhibitor: -3.5%
- HP1b chromo inh: 26.1%
- BAZ2B block: -30.2%
- G9a inh: 31.2%[12.7 µM]

Remaining list, next part.
compound	GLS inh	Pol eta inh	PI4K2A block	Pin1 inhibitor	JMJD2A Tudor inh	PGK inhibitor	HP1b chromo inh	BAZ2B block	G9a inh
O=c1[nH]c(=O)n(Cc2ccco2)c(O)c1/C=N/N1CCCCCC1	?	-3.2%	-4.2	-23.0%	-13.2%	0.9%	7.0%	-7.7%	?
Cc1nonc1OCCNCCNc1ccc([N+](=O)[O-])c2cccnc12	-10.5%	-19.3%	24.7	4.4%	?	9.6%	1.1%	-4.8%	17.5%[59 µM]
CC(Oc1ccc(Cl)cc1Cl)C(=O)Nc1ccc(S(=O)(=O)Nc2cnc3ccccc3n2)cc1 (stereo not drawn)	40.2%[activator]	?	1.6	?	-27.4%[11.4 µM]	-13.7%	?	-3.5%	-21.9%[12.7 µM]
CCCCCn1c(=O)c(C(=O)Nc2ccccc2N)c(O)c2ccccc21	-1.7%	-1.3%	-1.7	-14.4%	1.0%	-5.4%	46.7%[activator]	1.5%	29.7%
CCNC(=O)O/N=C(\C)c1sc(-c2ccccc2)nc1C	-11.6%	-14.0%	0.0	-0.2%	-6.2%[11.4 µM]	i	-3.5%	-4.3%	11.9%
CCOc1c(P(=S)(N(C)C)N(C)C)c(C)nn1-c1ccccc1	2.8%	-9.7%	-12.7	0.9%	14.2%	-8.7%	38.2%[activator]	2.8%	?
CCc1nn(CC(=O)N2CCC3(CC2)OCCO3)c(=O)c2cc3ccccc3n12	-1.5%	-10.6%	-2.1	6.2%	-8.1%	-5.3%	65.6%[activator]	-4.1%	-7.8%
CC(=O)N(C1=NCCCS1)c1ccccc1Cl	0.8%	6.0%	2.8	1.6%	-7.4%	-0.6%	24.3%	-6.0%	9.8%[59 µM]
O=C1C2(c3ccccc3)CN3CN(C2)CC1(c1ccccc1)C3	-3.2%	5.2%	1.9	?	-16.6%	·	23.3%	-4.1%	?
Cn1c(=O)oc2cc(S(=O)(=O)N3CCCC(C(=O)N4CCN(c5cccc(Cl)c5)CC4)C3)ccc21 (stereo not drawn)	15.2%	-16.5%	-1.1	-4.7%	-14.6%	6.6%	26.9%	-11.6%	?
CCC12C=CCN3CCC4(c5cc(Br)c(OC)cc5N(C)C4C(O)(C(=O)OC)C1OC(C)=O)C32 (stereo not drawn)	27.1%	-15.9%	-1.4	2.4%	-25.5%	8.3%	-1.6%	?	32.6%[12.7 µM]

Given with values under each structure: entries from further up
Every second line gives: GLS inh | Pol eta inh | PI4K2A block | Pin1 inhibitor | JMJD2A Tudor inh | PGK inhibitor | HP1b chromo inh | BAZ2B block | G9a inh
CCN1/C(=C/C=C/C2=[N+](CC)c3ccccc3C2(C)C)C(C)(C)c2ccccc21
    -15.9% | 31.6µM* | ? | · | · | ? | · | · | ·
COC(=O)C1=C(c2c(C)noc2C)C[C@@H]2CC[C@H]1N2C(=O)NC1CCCCC1
    2.8% | -11.6% | -1.1 | -8.0% | -19.3% | -9.5% | 35.7% | 10.3% | -2.3%[0.501 µM]
COc1ccc(OCCn2cc(/C=C(\C#N)C(=O)NCc3ccco3)c3ccccc32)cc1
    2.0% | -12.2% | -3.0 | 12.0% | -17.4%[57.1 µM] | 1.5% | 42.8%[activator] | -36.3% | -15.2%[59 µM]
CC12CCC(=O)C=C1C=CC1C2CCC2(C)C(O)CCC12 (stereo not drawn)
    -13.4% | -14.7% | 1.6 | 1.0% | -11.0% | 1.5% | -23.7% | · | ·
O=c1[nH]c(=O)n(Cc2ccco2)c(O)c1/C=N/N1CCCCCC1
    ? | -3.2% | -4.2 | -23.0% | -13.2% | 0.9% | 7.0% | -7.7% | ?
Cc1nonc1OCCNCCNc1ccc([N+](=O)[O-])c2cccnc12
    -10.5% | -19.3% | 24.7 | 4.4% | ? | 9.6% | 1.1% | -4.8% | 17.5%[59 µM]
CC(Oc1ccc(Cl)cc1Cl)C(=O)Nc1ccc(S(=O)(=O)Nc2cnc3ccccc3n2)cc1 (stereo not drawn)
    40.2%[activator] | ? | 1.6 | ? | -27.4%[11.4 µM] | -13.7% | ? | -3.5% | -21.9%[12.7 µM]
CCCCCn1c(=O)c(C(=O)Nc2ccccc2N)c(O)c2ccccc21
    -1.7% | -1.3% | -1.7 | -14.4% | 1.0% | -5.4% | 46.7%[activator] | 1.5% | 29.7%
CCNC(=O)O/N=C(\C)c1sc(-c2ccccc2)nc1C
    -11.6% | -14.0% | 0.0 | -0.2% | -6.2%[11.4 µM] | i | -3.5% | -4.3% | 11.9%
CCOc1c(P(=S)(N(C)C)N(C)C)c(C)nn1-c1ccccc1
    2.8% | -9.7% | -12.7 | 0.9% | 14.2% | -8.7% | 38.2%[activator] | 2.8% | ?
CCc1nn(CC(=O)N2CCC3(CC2)OCCO3)c(=O)c2cc3ccccc3n12
    -1.5% | -10.6% | -2.1 | 6.2% | -8.1% | -5.3% | 65.6%[activator] | -4.1% | -7.8%
CC(=O)N(C1=NCCCS1)c1ccccc1Cl
    0.8% | 6.0% | 2.8 | 1.6% | -7.4% | -0.6% | 24.3% | -6.0% | 9.8%[59 µM]
